NCI-60 one-dose screen, 48 h, at 10 µM unless noted. Numbers give growth in % (100 = growth as untreated, 0 = no growth, -100 = all killed).
NCI-H322M – NCI-H322M lung cancer. 2.7% of 80,000 active. AID 1794733
NCI-H23 – NCI-H23 lung cancer; 4% of 80,000 active; AID 1794731
OVCAR-8 – OVCAR-8 ovarian cancer; 4.4% of 81,000 active
NCI-H522 – NCI-H522 lung cancer | 8% of 78,000 active | AID 1794739
NCI-H460 – NCI-H460 lung cancer. 6.8% of 82,000 active
NCI/ADR-RES – NCI/ADR-RES ovarian cells; 4.4% of 81,000 active; AID 1794790
OVCAR-3 – OVCAR-3 ovarian cancer; 7% of 79,000 active
OVCAR-5 – OVCAR-5 ovarian cancer; 2.9% of 82,000 active
NCI-H226 – NCI-H226 lung cancer; 3.5% of 79,000 active; AID 1794732
Starred values were filed as active, the others as inactive; / = no result given; & = joins results of further samples. Rule for the calls: active = growth percent below 10; inactive = the rest.

SMILES | NCI-H322M | NCI-H23 | OVCAR-8 | NCI-H522 | NCI-H460 | NCI/ADR-RES | OVCAR-3 | OVCAR-5 | NCI-H226
CC1=C(C(=O)Nc2ccc(F)cc2)C(c2ccc(Cl)cc2)n2ncnc2N1 (centres undefined) | 108 | 99 | 100 | 89 | 108 | 107 | 102 | 127 | 99
Cc1nc(C)c(/C=C2\C(=O)Nc3ccccc32)nc1C | 101 | 90 | 100 | 80 | 106 | 100 | 94 | 90 | 99
OCCN(CCO)c1ccc(Oc2ccccc2)cc1 | 103 | 99 | 98 | 88 | 105 | 102 | 110 | 105 | 100
O=C(Nc1ncnc2nc[nH]c12)c1ccccc1 | 103 | 98 | 96 | 89 | 96 | 100 | 108 | 97 | 103
O=C(Nc1cccc(Cl)c1)Nc1nc2ccc(-c3ccco3)cc2s1 | 82 | 54 | 66 | 46 | 64 | 61 | 85 | 76 | 63
COc1cc(/C=N\Nc2ncc(-c3cc4cc(-c5ccccc5)ccc4o3)s2)cc(OC)c1OC | 93 | 87 | 93 | 73 | 86 | 98 | 85 | 99 | 74
COc1ccc(/C=C(\C#N)C(N)=O)cc1 | 103 | 103 | 108 | 97 | 105 | 109 | 118 | 101 | 108
O=S1c2ccccc2Sc2ccccc21 | 80 | 96 | 103 | / | 111 | 107 | 111 | 86 | 91
COc1ccc(NCc2cc(OC)c(OC)c(OC)c2)cc1OC | 94 | 101 | 98 | 67 | 104 | 103 | 103 | 103 | 89
O=C(Cn1nncc1CN1C(=O)CSC1=O)Nc1cc(Cl)cc(Cl)c1 | 109 | 106 | 104 | 97 | 101 | 109 | 113 | 110 | 101
COc1ccc2c(c1)c(-c1nc(-c3c[nH]c4ncccc34)cs1)cn2CCO | 48 | 63 | 56 | 37 | 46 | 76 | 79 | 68 | 37
CC(C)OC(=O)/C=C/C(=O)OC(C)C | 105 | 104 | 103 | 80 | 111 | 101 | 106 | 106 | 105
CN1CCN(c2ccc(/C=N/NC(=O)CSc3nc4ccccc4c(=O)n3-c3ccc(Cl)cc3)cc2)CC1 | 104 | 102 | 104 | 93 | 116 | 104 | 109 | 107 | 106
CCc1nc(C#N)c(N2CCC(c3nc(-c4ccccc4OC)no3)CC2)o1 | 97 | 108 | 103 | 98 | 100 | 102 | 111 | 105 | 102
CCOc1ccc(Cl)cc1N | 103 | 100 | 107 | 108 | 106 | 105 | 110 | 94 | 100
CC(=O)N(C)c1ccccc1C | 110 | 108 | 108 | 98 | 107 | 108 | 120 | 100 | 102
COC(=O)c1ccc([N+](=O)[O-])o1 | 101 | 104 | 94 | 102 | 107 | 101 | 106 | 111 | 106
O=C1Nc2ccccc2/C1=N/N1C(=O)CN(C2CCCCC2)C1=O | 102 | 100 | 105 | 96 | 106 | 100 | 116 | 100 | 92
CNC(=O)Cn1nnc(C(=O)OC)c1CCc1ccccc1 | 99 | 98 | 92 | 82 | 106 | 103 | 105 | 103 | 96
O=C(NN1C(=O)CSC1c1ccc(Cl)cc1)c1cccnc1 (centres undefined) | 99 | 87 | 100 | 87 | 103 | 91 | 121 | 87 | 249
COc1cc(/C=C/C(/C=C/c2cc(OC)c(OC)c(OC)c2)n2ccnc2)cc(OC)c1OC | 97 | 81 | 84 | 65 | 94 | 89 | 83 | 130 | 85
CCOc1ccc2cc(-c3nn(CC4CCN(C)CC4)c4ncnc(N)c34)ccc2c1 | 87&93 | 63&74 | 65&94 | 42&87 | 70&96 | 63&94 | 59&98 | 81&88 | 68&84
O=C1Nc2cc(Cl)ccc2Oc2cc(Oc3ccccc3)ccc21 | 76 | 55 | 88 | 45 | 25 | 19 | 28 | 83 | 72
O=CNC(Cc1ccc(O)cc1)C(=O)O (centres undefined) | 121 | 108 | 114 | / | 111 | 113 | 113 | 103 | 96
O=C(C[n+]1cccc2cc(Cl)ccc21)c1ccc2c(c1)CCCC2 | 62 | 8.0* | 26 | -3.9* | 20 | 101 | 0.9* | 28 | 39
C=CCOc1c(Br)cc(Br)cc1Br | 45 | 53 | 74 | 28 | 39 | 64 | / | 76 | 81
CCCCC[n+]1ccc(SCC(=O)N(C)c2cccc3ccccc23)c2ccccc21 | 102 | 101 | 108 | 81 | 113 | 107 | 110 | 104 | 99
CCCCCCCCCCCCCCCCCc1nccn1CCO | 78 | 71 | 80 | 53 | 25 | 60 | 86 | 71 | 97
CCN1C(=O)N(CC)C2C1NN=c1s/c(=C\c3ccc(Cl)cc3Cl)c(=O)n12 (centres undefined) | 42 | 28 | 11 | -8.8* | 5.7* | 5.7* | -43* | 28 | 49
Cc1nc2sc3c(c2c(C)c1Br)NC(c1ccccn1)NC3=O (centres undefined) | 54 | 56 | 36 | 72 | 23 | 18 | 67 | 89 | 51

Next part.
SMILES | NCI-H322M | NCI-H23 | OVCAR-8 | NCI-H522 | NCI-H460 | NCI/ADR-RES | OVCAR-3 | OVCAR-5 | NCI-H226
Nc1cccc(C(=O)Nc2ccc3c(O)c(N=Nc4ccccc4)c(S(=O)(=O)O)cc3c2)c1 | 111 | 94 | 103 | 124 | 105 | 96 | 114 | 109 | 97
CCn1cc(C(=O)NN=C2CCCCCC2)c(=O)c2ccc(C)nc21 | 89 | 89 | 93 | 75 | 92 | 89 | 86 | 93 | 82
NS(=O)(=O)Oc1ccc(C(=O)NC23CC4CC(CC(C4)C2)C3)cc1F | 99 | 104 | 94 | 94 | 103 | 109 | 106 | 107 | 109
CCn1c(-c2ccc(-c3nc4ccc(C)cc4[nH]3)cc2)n[nH]c1=S | 95 | 97 | 96 | 90 | 79 | 104 | 103 | 100 | 109
N[C@H]1CCC[C@@H]1NCCCCN1C(=O)c2cccc3cccc(c23)C1=O | 55 | 71 | 40 | 57 | 39 | 79 | 61 | 74 | 84
O=C1C(=O)c2ccccc2C(O)=C1CC=C1CCCCC1 | / | 93 | 85 | 108 | 29 | 85 | 81 | 87 | 69
CCOC1OCN(C)CC1(C)C (centres undefined) | 98 | 106 | 98 | 85 | 103 | 110 | 114 | 100 | 90
COc1cc2cc(/C=C3\SC(=Nc4ccc(S(N)(=O)=O)cc4)NC3=O)c(Cl)nc2c(OC)c1OC | 94 | 93 | 90 | 53 | 109 | 107 | 76 | 102 | 92
C=CCN(CC=C)C(=O)Nc1cc(OC)ccc1OC | 114 | 104 | 123 | 87 | 111 | 110 | 124 | 111 | 113
C1CCC(CC2CCCCC2)CC1 | 111 | 109 | 116 | 102 | 107 | 104 | 122 | 97 | 112
O=C(Cn1cc(CN2C(=O)c3ccccc3S2(=O)=O)nn1)Nc1ccc([N+](=O)[O-])cc1Cl | 95 | 90 | 95 | 101 | 102 | 89 | 105 | 113 | 92
CCCCCCCC[C@@H](O)CC(=O)N[C@@H](CC(N)=O)C(=O)N[C@@H](CCC(N)=O)C(=O)N[C@@H](CC(=O)c1cc(C)cc(O)c1C(=O)c1c(O)cccc1O)CC(C)C | 87 | 23 | 48 | -22* | 23 | 94 | -3.9* | 40 | 89
CCCCC(=O)N[C@H]1C[C@H]2CC[C@@]1(C)C2(C)C | 103 | 103 | 102 | 97 | 107 | 108 | 108 | 109 | 99
COC(=O)C(Cc1ccccc1)NC(=O)c1ccc(NC(=O)c2[nH]c(C)c(Cl)c2Cl)c(OC(C)C)c1 (centres undefined) | 102 | 70 | -30* | 94 | 6.1* | 31 | 13 | 93 | 89
COc1ccc2nc(Cl)c(C3C(C#N)=C(N)Oc4n[nH]c(C)c43)cc2c1 (centres undefined) | 110 | 90 | 107 | 92 | 114 | 97 | 101 | 96 | 108
NCc1ccc(S(N)(=O)=O)cc1 | 107&95&103 | 106&104&107 | 110&103&104 | 103&93&94 | 108&104&110 | 109&100&103 | 130&103&118 | 101&105&110 | 91&99&102
CC1CN(C(=O)c2sc3ccccc3c2Cl)CC(C)O1 (centres undefined) | 106 | 97 | 98 | 98 | 87 | / | 104 | 97 | 96
O=C1Nc2ccc(Cl)cc2/C1=C\c1c(-c2ccc(Cl)cc2)nc2sc(C3CC3)nn12 | 61 | 67 | 27 | 43 | 51 | 45 | 64 | 78 | 30
CCC1(CC)SC(N)=NC1=O | 111 | 106 | 103 | 96 | 107 | 115 | 116 | 102 | 95
CCN(CC)c1ccc(/C=C\C(=O)c2ccc(NC(C)=O)cc2)cc1 | 111 | 75 | 76 | / | 82 | 38 | 104 | 69 | 100
CNc1sc(S(=O)(=O)c2ccc(C)cc2)nc1S(=O)(=O)c1ccc(C)cc1 | 95 | 100 | 101 | 92 | 99 | 88 | 101 | 105 | 98
CC1=NN(c2cccc(Cl)c2)C(=O)/C1=C\c1cn(-c2nc(N3CCOCC3)nc(N3CCOCC3)n2)c2ccccc12 | 92 | 100 | 107 | 89 | 112 | 103 | 106 | 103 | 100
CSc1nc2c(c(=O)n1C)C(c1ccccc1)C1=C(N2)/C(=C/c2ccccc2)CCC1 (centres undefined) | 86 | 55 | 64 | 24 | 54 | 38 | 53 | 113 | 74
COc1ccc(C2CC(c3cccc(Nc4ccncc4)c3)=NN2c2ccc(Cl)cc2)cc1 (centres undefined) | 74 | 83 | -23* | -23* | -86* | 62 | 40 | 74 | 89
Ic1cccs1 | 105 | 98 | 99 | 97 | 108 | 99 | 107 | 107 | 107
CCOc1cc2c(cc1OCC)C(c1cc(C)c(O)c(C)c1)NCC2 (centres undefined) | 92 | 100 | 92 | 91 | 100 | 84 | 101 | 98 | /
COc1ccc2c(CCCc3ccc(Cl)cc3Cl)c3[n+](cc2c1OC)CCc1cc2c(cc1-3)OCO2 | 36 | -12* | 0.6* | -12* | 4.7* | 76 | -48* | 29 | 15
Cn1cc(-c2csc(-c3c[nH]c4ccc(F)cc34)n2)c2cccnc21 | 75 | 50 | 48 | 13 | 11 | 9.5* | -2.3* | 78 | 60
CCCCCCCCSC(=O)Nc1cccc2ccccc12 | 97 | 101 | 98 | 89 | 102 | 105 | 105 | 111 | 102
O=C1COc2cc(O)ccc21 | 126 | 102 | 97 | / | 114 | 112 | 118 | 101 | 109

Profiles, looked up by structure. Order of screens: NCI-H322M	NCI-H23	OVCAR-8	NCI-H522	NCI-H460	NCI/ADR-RES	OVCAR-3	OVCAR-5	NCI-H226
CCC1(CC)SC(N)=NC1=O in the list: 111	106	103	96	107	115	116	102	95
CCn1c(-c2ccc(-c3nc4ccc(C)cc4[nH]3)cc2)n[nH]c1=S in the list: 95	97	96	90	79	104	103	100	109
CSc1nc2c(c(=O)n1C)C(c1ccccc1)C1=C(N2)/C(=C/c2ccccc2)CCC1 (centres undefined) in the list: 86	55	64	24	54	38	53	113	74

Next structures follow.
SMILES | NCI-H322M | NCI-H23 | OVCAR-8 | NCI-H522 | NCI-H460 | NCI/ADR-RES | OVCAR-3 | OVCAR-5 | NCI-H226
Nc1cccc[n+]1CCC(=O)[O-] | 106 | 103 | 114 | 97 | 107 | 101 | 111 | 107 | 97
COc1ccc(Cl)cc1N | 120 | 105 | 113 | 97 | 118 | 109 | 108 | 107 | 116
CCCS(=O)(=O)Oc1ccc2c3c(c(=O)oc2c1)CCCCC3 | 101 | 104 | 96 | 100 | 102 | 100 | 119 | 95 | 92
CCNc1ccc(S(=O)(=O)O)cc1C(=O)O | 104 | 94 | 97 | 94 | 106 | 106 | 108 | 98 | 100
O=C(Nc1ncc(Cc2ccccc2)s1)c1ccc2c(c1)OCCO2 | 50 | 31 | 19 | -3.6* | 5.1* | 7.9* | -11* | 29 | 13
CCCCNC(=O)Oc1ccc(/C(=C(/CC)Cc2ccccc2)c2ccc(OCCN3CCOCC3)cc2)cc1 | 86 | 92 | 88 | 73 | 88 | 84 | 88 | 97 | 83
CCCCCCCCCCCCCCCCNC(=S)NN | 108 | 102 | 101 | / | 97 | 105 | 94 | 104 | 103
O=C1OC(c2ccccc2)=N/C1=C\c1ccccc1 | 96 | 100 | 100 | 108 | 103 | 100 | 111 | 105 | 91
CC(=O)Nc1ccc2c3c(ccc([N+](=O)[O-])c13)CC2 | 106 | 97 | 104 | 103 | 112 | 102 | 103 | 99 | 91
O=C(C[n+]1cccc2ccccc21)c1ccc(F)cc1 | 95 | 102 | 91 | 85 | 111 | 99 | 107 | 109 | 98
CC(C)(C)CC1(C)NC(=O)NC1=O (centres undefined) | 126 | 103 | 109 | 150 | 120 | 100 | 120 | 89 | 112
C/C(=N\O)c1ccccc1 | 104 | 105 | 101 | 110 | 108 | 108 | 108 | 107 | 100
Cc1c(C=NCCN2CCCCC2)c(=O)n2c([nH]c3ccccc32)c1C#N | 98 | 89 | 92 | 94 | 109 | 98 | 104 | 96 | 90
CCOC(=O)C=P(c1ccccc1)(c1ccccc1)c1ccccc1 | 103 | 95 | 98 | 106 | 107 | 94 | 113 | 98 | 104
NC(Cc1ccccc1)S(=O)(=O)O (centres undefined) | 97 | 101 | 97 | 84 | 112 | 100 | 113 | 105 | 94
COc1ccc(C=Nc2ccc(N=Nc3ccccc3)cc2)cc1 | 86 | 110 | 96 | / | 98 | 102 | 88 | 103 | 101

3 neighbouring entries out of the list so far, quoted:
SMILES | NCI-H322M | NCI-H23 | OVCAR-8 | NCI-H522 | NCI-H460 | NCI/ADR-RES | OVCAR-3 | OVCAR-5 | NCI-H226
CCOC(=O)C=P(c1ccccc1)(c1ccccc1)c1ccccc1 | 103 | 95 | 98 | 106 | 107 | 94 | 113 | 98 | 104
NC(Cc1ccccc1)S(=O)(=O)O (centres undefined) | 97 | 101 | 97 | 84 | 112 | 100 | 113 | 105 | 94
COc1ccc(C=Nc2ccc(N=Nc3ccccc3)cc2)cc1 | 86 | 110 | 96 | / | 98 | 102 | 88 | 103 | 101

Hits appear at their usual frequency. About 11% of those tested had a hit in this group.
